ER stress death = ER stress cell death inhibition; CSM14.1 thapsigargin ER stress survival, ATP luminescence; relative survival (cellular ATP), % at 15 µg/mL (by protocol); actives 0.33% (n = 48,000); AID 1010;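 active means survival measured by cellular ATP above 50% at 15 µg/ml in the first screen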;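 further: cell death triggered by about 15 µM thapsigargin; ATP read 24 h after thapsigargin was added; plate controls were thapsigargin with DMSO for no effect and DMSO without thapsigargin for full effect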
* = called active by the depositor. An excerpt; the hit share may differ from the screen's.

SMILES	ER stress death
O=C(COc1ccc2ccccc2c1)N1CCN(c2ccccc2)CC1	8
O=C1CC(NCCc2ccccc2)C(=O)N1c1ccc(F)cc1 (configuration not stated)	7
Cc1ccc(C(=O)N2CCN(Cc3ccccc3)CC2)cc1	1
COc1ccc(Nc2ncnc3[nH]ncc23)cc1	-5
CC(C)Oc1ccc(C(=O)NCc2cccnc2)cc1	3
O=C(c1ccc(Cl)cc1Cl)N1CCN(c2ccc(Cl)cc2)CC1	2

Looked up by compound from above:
SMILES	ER stress death
O=C(c1ccc(Cl)cc1Cl)N1CCN(c2ccc(Cl)cc2)CC1	2
O=C1CC(NCCc2ccccc2)C(=O)N1c1ccc(F)cc1 (configuration not stated)	7
CC(C)Oc1ccc(C(=O)NCc2cccnc2)cc1	3

Screening data: PubChem BioAssay, Sanford-Burnham Center for Chemical Genomics
